HepG2 tox: counter-screen for TGF-b inhibitors: cytotoxicity in HepG2 cells; HepG2 CAGA-GFP viability, ATP luminescence, 18 h; Potency, µM (series often up to 46.1 µM), inactives show at the highest dose activity change, negative = cytotoxicity, usual class: cytotoxic; 410,000 compounds, 0.76% hits; AID 588856; note: potency is the fitted concentration of half-maximal effect; some results filed as inactive show a strong effect at the top dose
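HepG2 CAGA-GFP cells (1000/well, DMEM with 1% FBS) received compound, then TGF-beta at 500 pg/mL final, and were incubated 18 hours at 37 degrees C. Viability was read by CellTiter-Glo luminescence. Media-only wells were set as complete cell-killing and DMSO as no toxicity.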
CCT modulator: modulators of cytosolic chaperonin (CCT/TRiC) activity. purified chaperonin ATPase assay, HTRF ADP detection, 30 min. activity change, % (no concentration beside the values), hits read low. 360,000 compounds, 0.3% hits; in the data active = activity change below about -30%; note: % is set by controls: 0 for no effect and ±100 for the full control effect
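ATPase activity: ADP formed was measured by HTRF Transcreener (665/615 nm ratio) after 30 min at 37 deg C with 10 uM ATP. Compounds screened at one 76 uM concentration against 40 or 20 nM TRiC in Tris pH 7.4/KCl/MgCl2/DTT buffer.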
MmCpn inh: blocks the Methanococcus maripaludis chaperonin Mm-Cpn; purified Mm-Cpn ATPase, ADP Transcreener TR-FRET; Potency, µM (highest dose often 76.9 µM), without a hit: at the top dose activity, negative = inhibition, usual class: inhibitors; 330,000 compounds, 0.031% hits; AID 504842; note: potency is the fitted concentration of half-maximal effect; % is set by controls: 0 for no effect and ±100 for the full control effect; nearly all actives have a fitted effect of over 80% in size
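TR-FRET (320 nm excitation; 590 and 665 nm emission) reports ADP made from 10 uM ATP by 25 nM enzyme; compounds were preincubated 10 min, reaction run 30 min, both at 37°C.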
pAkt inh: inhibitors of Akt phosphorylation; Neuro2A IGF-stimulated pAkt S473 HTRF, 20 min; hits give low values; activity change, % for hits at 50 µM; 360,000 compounds, 0.32% hits; AID 651550; in the data active = activity change below about -80%; inconclusive = mostly about -51% to -80%; note: % is set by controls: 0 for no effect and ±100 for the full control effect
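Single-point screen (50 µM final compound) in Neuro2A cells stimulated 20 min with 6 nM IGF at 37 deg C. After lysis, Ser473-phosphorylated Akt read by HTRF (ex 330 nm, em 615/665 nm) as the 665/615 ratio.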
Nrf2 inh: inhibitors of Nrf2 signaling; A549 ARE-Fluc reporter, luciferase luminescence, 18-24 h; Potency, µM (doses to about 46 µM), for the others: top-dose activity change, negative = inhibition, actives largely listed as inhibitors; 360,000 compounds, 2.1% hits; AID 504444; note: potency is the fitted concentration of half-maximal effect; % is set by controls: 0 for no effect and ±100 for the full control effect; nearly all actives have a fitted effect of over 60% in size
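A549 ARE_Fluc cells (5000/well, 5% FBS OPTI-MEM) pre-incubated 2 h, then treated with compounds 18-24 h at 37C/5% CO2 in concentration-response. CellTiter-Fluor viability read first; BugLite luciferase luminescence after 15 min at room temperature gives Nrf2 activity.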
Nrf2 ARE act: activates Nrf2 signaling; AREc32 ARE-luciferase reporter (MCF7-derived line), luminescence, 24 h; Potency, µM (highest dose often 46.1 µM), for the others: top-dose activation, hits mostly activators; 410,000 compounds, 0.31% hits; note: potency is the fitted concentration of half-maximal effect; % of control where 0% means no effect; nearly all actives have a fitted effect of over 65% in size
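For detection, Steady-Glo was added and plates sat 30 min at RT; before that, AREc32_Fluc cells grown overnight in OPTI-MEM/5% FBS had been treated with 23 nL compound for 24 hr at 37 deg C.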
TGFb inhibitor: inhibitors of TGF-b signaling. Potency, µM (doses to about 46.1 µM), for the others: top-dose activity, negative = inhibition, usual class: inhibitors. 410,000 compounds, 1.2% hits. HepG2 CAGA-GFP TGF-b/SMAD3 reporter, GFP fluorescence, 18 h; TGF-beta stimulated, 500 pg/mL final; note: potency is the fitted concentration of half-maximal effect; % is set by controls: 0 for no effect and ±100 for the full control effect; nearly all actives have a fitted effect of over 65% in size
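Smad-responsive CAGA-GFP expression was quantified in HEPG2 cells exposed to compounds and 500 pg/mL final TGF-beta for 18 h at 37 degrees C; unstimulated wells defined full inhibition.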
A549 viability: counter-screen for Nrf2 inhibitors: cytotoxicity in A549 cells | 390,000 compounds, 0.16% hits | AID 504648 | Potency, µM (doses to about 46 µM), without a hit: top-dose activity change, negative = cytotoxicity, actives largely listed as inhibitors | A549 ARE-Fluc cells, CellTiter-Fluor viability, 18-24 h; note: potency is the fitted concentration of half-maximal effect; % is set by controls: 0 for no effect and ±100 for the full control effect
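Cytotoxicity counterscreen: CellTiter-Fluor fluorescence was measured in A549 ARE_Fluc cells after 18-24 h of compound exposure in a concentration series. The subsequent BugLite luminescent read reports ARE-luciferase activity.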
Abeta yeast res: A-beta toxicity reversal in yeast; yeast expressing A-beta42, growth rescue, OD600, 48 h; response scale: 0% DMSO, 100% iron-clioquinol control; Potency, µM (highest dose often 46.1 µM), inactives show at the top dose growth rescue, usual class: activators; 410,000 compounds, 0.063% hits; AID 1347071; note: potency is the fitted concentration of half-maximal effect; nearly all actives have a fitted effect of over 55% in size
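Growth rescue measured by 600 nm absorbance after 48 h yeast culture at 30 C with compound. Values normalized between DMSO and an equimolar ferric chloride plus clioquinol control.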
* hit, by the source's call; i = inactive; ? = inconclusive; nt = no result given; [ ] = another dose, or the depositor's remark. Unless noted, calls come from the whole dose curve; as a rule, active = well fitted curve in the direction sought with a large enough effect; inconclusive = small, poorly fitted or top-dose-only effect, or another doubt; inactive = no such curve, though single readings can be large; an effect the other way counts as inactive or inconclusive. An unsorted share of the library; overall some 4.3% were active at least once.

Values run as follows: HepG2 tox	CCT modulator	MmCpn inh	pAkt inh	Nrf2 inh	Nrf2 ARE act	TGFb inhibitor	A549 viability	Abeta yeast res
C1CCC(n2nnnc2CN2CCN(C3CCCC3)CC2)CC1
→ 1%	-1.0	0%	i	nt	-0.7%	0%	-1%	9%
CCCc1nnc(SCC(=O)Nc2ccc(C(=O)OCC)cc2)o1
→ -34%	0.8	1%	i	?	21%	-6%	-10%	-8%
CCn1c(=O)n(CC)c2cc(S(N)(=O)=O)ccc21
→ 3%	-2.1	-1%	i	6%	-0.5%	9%	2%	-3%
Cn1c(Oc2ccccc2NCc2cccc(Br)c2)cc(=O)n(C)c1=O
→ 9%	-6.1	-2%	i	-21%	-0.1%	8%	-4%	-15%
COc1cc(C(=O)N/N=C/c2ccccn2)cc(OC)c1OC
→ -12%	-0.4	-2%	i	?	0.3%	-15%	-3%	-13%
Cc1nc2cc(-c3ccccc3)[nH]n2c(=O)c1C
→ 2%	0.0	0%	i	?	3.4%	1%	-11%	-5%
Cc1ccc(S(=O)(=O)C(c2ccccc2)c2c(C)noc2C)cc1 (stereo not given)
→ 2%	2.4	3%	i	?	0.4%	?	7%	-32%[inhibitor]
Cc1cc2c(=O)n(C)c(SCC(=O)Nc3ccccc3)nc2s1
→ -31%	-0.4	1%	i	?	1.5%	-21%	-2%	0%
O=C(CCN1C(=O)C2CCCCC2C1=O)Nc1nc(-c2ccccc2)cs1 (stereo not given)
→ 5%	1.9	0%	i	3%	5.6%	-14%	-2%	10%
O=C(N/N=C\c1ccc(Br)cc1)c1ccc(Cn2cccn2)o1
→ 4%	1.2	2%	i	25%	4.7%	-29%	-1%	7%
CCCCNC(=O)N1CCN(c2ccccc2OCC)CC1
→ -2%	-1.6	0%	i	4%	-0.3%	14%	0%	-8%
Cc1ccc[n+](-c2[nH]c(=O)sc2/C=N/NC(=O)c2ccccc2[O-])c1
→ -23%	-2.1	-1%	i	10%	-0.2%[9.22 µM]	-6%	-8%	?
COc1cccc(C(=O)Nc2ccc3c(c2)C(=O)c2ccccc2C3=O)c1
→ -31%	-2.5	0%	i	-12%	3.9%	-27%	-11%	-4%
Cc1cccc(C)c1NC(=S)N/N=C/c1ccc(OCCC(C)C)cc1
→ -41%	-2.0	0%	i	-18%	0.1%	0%	?	?
CCOC(=O)C1=C(C)N=C2SCCC(=O)N2[C@@H]1/C=C/c1ccccc1
→ 4%	-1.0	0%	i	-13%	4.0%	-2%	0%	7%
COc1cc2nc(SCC(=O)NCc3ccco3)n(Cc3ccc(Cl)cc3)c(=O)c2cc1OC
→ -6%	-1.7	2%	i	?	-0.4%	-1%	?	-11%
COCCN(C(=O)COC(=O)C(c1ccccc1)c1ccccc1)c1c(N)n(Cc2ccccc2)c(=O)[nH]c1=O
→ -10%	-1.2	2%	i	-15%	-0.1%	?	-9%	16%
CC1CCN(c2nc(N3CCCCC3)nc(N3CCCCC3)n2)CC1
→ -30%	0.8	0%	i	-3%	0.6%	-7%	2%	-14%
C[C@H](O)C(=O)C1=Nc2c(nc(N)[nH]c2=O)NC1
→ -9%	-0.1	-4%	i	19%	0.0%	-5%	2%	-13%
Cc1cccc(Cl)c1NC(=S)NN
→ -56%	2.2	-1%	i	2%	2.8%	-13%	13%	?
CC1(C(=O)Nc2ccccc2Cc2ccccc2)CCN1Cc1ccccc1Cl (stereo not given)
→ -15%	-0.4	nt	i	nt	5.6%	13µM*	nt	-10%
CC(C)(CNC(=O)c1cccc(S(=O)(=O)NCc2ccccc2)c1)N1CCOCC1
→ -18%	-0.9	3%	i	-3%	-1.6%	2%	-7%	0%
CCC(C)Sc1ccc(-c2nc3ccc(Cl)cn3c2NCc2ccccc2)cc1 (stereo not given)
→ -78%	-1.0	0%	i	?	3.4%	-12%	1%	12%
COc1ccc(-c2noc(CCC(=O)Nc3cccc(C)c3C)n2)cc1OC
→ -40%	nt	nt	nt	-8%	0.8%	-21%	7%	-16%
CCN(C[C@H]1N[C@@](CC)(C(=O)OC)[C@H]2C(=O)N(C)C(=O)[C@@H]12)C(=O)Nc1ccc(OC)cc1
→ -14%	-0.8	-10%	i	9%	0.1%	-4%	6%	-7%
CC12CCC(=O)N1C(C(=O)N1CCN(c3cccc(Cl)c3)CC1)CS2 (stereo not given)
→ 4%	-1.0	2%	i	22%	-0.6%	-1%	1%	9%
Cc1ccc(NC(=O)CCSc2nc(-c3ccco3)cc(C(F)(F)F)n2)cc1F
→ 0%	nt	nt	nt	10µM*	-0.6%	-1%	-3%	-6%
CCOC(=O)c1cnc(-n2nc(C)cc2C)nc1NNc1cc(C)nc(-c2ccccc2)n1
→ -29%	-0.4	-2%	i	4.1µM*	0.7%	-1%	?	-35%
COc1ccc(NC(=O)/C(=C\c2cc(OC)c(OC)cc2[N+](=O)[O-])NC(=O)c2ccccc2)cc1
→ 2%	-2.8	-2%	i	18%	-0.7%	-2%	-2%	6%
O=C(OCC(=O)N(C1CCCCC1)C1CCCCC1)c1ccc(Cl)nc1
→ -11%	1.5	-1%	i	-2%	-0.1%	-9%	5%	-6%

Marked active in TGFb inhibitor, among the entries above:
mol,CCT modulator,MmCpn inh,pAkt inh,Nrf2 ARE act,TGFb inhibitor
CC1(C(=O)Nc2ccccc2Cc2ccccc2)CCN1Cc1ccccc1Cl (stereo not given),-0.4,nt,i,5.6%,13µM*

Later entries
Values run as follows: HepG2 tox	CCT modulator	MmCpn inh	pAkt inh	Nrf2 inh	Nrf2 ARE act	TGFb inhibitor	A549 viability	Abeta yeast res
COCCn1c(C)cc(C(=O)COC(=O)/C=C/c2c(C)nn(C3CCS(=O)(=O)C3)c2Cl)c1C (stereo not given)
→ -2%	0.6	1%	i	?	4.8%	?	-13%	9%
O=C(COc1ccccc1Cl)Nc1cccnc1
→ 6%	-1.6	0%	i	?	-0.2%	-12%	2%	-1%
Cc1cc(NCc2cccnc2)nc(N)n1
→ 3%	-2.2	-2%	i	3%	-0.9%	-1%	-2%	1%
CSc1ccccc1NC(=O)CN(c1ccccc1)S(=O)(=O)N(C)C
→ 2%	1.2	1%	i	0%	0.1%	-1%	1%	4%
COc1ccccc1/C=C/C(=O)OCC(=O)Nc1ccc(Cl)cn1
→ -18%	-0.7	1%	i	?	1.7%	-11%	?	-2%
COc1ccccc1C(=O)NCC(=O)OC(C)C(=O)N(C)C1CCCCC1 (stereo not given)
→ -3%	-3.8	0%	i	-3%	-0.7%	1%	-3%	-20%
Cn1cc(Br)c(C(=O)NNC(=O)c2cccc(Br)c2)n1
→ 15%	-7.3	1%	i	29%	4.7%	2%	-8%	3%
NC1=C([N+](=O)[O-])C(c2ccc3c(c2)OCO3)C2=C(CCCC2=O)O1 (stereo not given)
→ 9%	1.4	1%	i	?	2.5%	0%	9%	2%
O=C(Nc1ccccc1)N1CCN(c2ccc(C(F)(F)F)cn2)CC1
→ -2%	-0.8	-3%	i	6.5µM*	-0.3%	29%	-4%	-8%
O=C(COC(=O)CC1c2ccccc2CCN1S(=O)(=O)c1ccccc1)Nc1ccccc1 (stereo not given)
→ -11%	1.8	2%	i	4%	0.4%[9.22 µM]	-4%	-1%	-3%
NS(=O)(=O)c1cccc(NC(=O)c2cc(-c3cccs3)nc3ccccc23)c1
→ -22%	0.1	-3%	i	-18%	3.3%	-29%	0%	8%
Cc1ccc(C(=O)NC(=S)N2CCCCCC2)cc1
→ 0%	-3.2	0%	i	1%	-0.5%	-5%	-1%	0%
COc1ccc(-c2cn3nc(N4CCCC(C(=O)Nc5ccc(Cl)cc5C)C4)sc3n2)cc1 (stereo not given)
→ 13%	nt	nt	nt	-3%	-1.2%	0%	-2%	1%
COC(=O)c1ccccc1NC(=O)CN(c1c(C)cccc1C)S(C)(=O)=O
→ -1%	0.7	1%	i	-4%	-0.3%	1%	9%	4%
Cc1ccc(NC(=O)[C@H](Cc2ccccc2)N2Cc3ccccc3C2=O)cc1
→ 11%	nt	nt	nt	2%	0.5%	-23%	-7%	8%
OCc1ccc(-c2cncc3nccn23)cc1
→ -1%	0.3	nt	i	nt	0.0%	-2%	nt	-5%
Cc1ccc(-n2nnnc2SCC(=O)N2CCN(C(=O)c3ccco3)CC2)c(C)c1
→ -11%	-2.2	0%	i	-14%	-0.1%	-34%	-6%	17%
S=C(NC1CC1)N1CCN(c2ccc(Cl)cc2)CC1
→ 10%	-5.4	1%	i	-29%	-0.3%	3%	-2%	-33%[inhibitor]
O=C(Nc1cc2c(cc1C(=O)c1cccc(Br)c1)OCCO2)c1ccccc1F
→ -13%	nt	nt	nt	-10%	-1.6%	5%	-8%	-10%
Cc1noc(C)c1S(=O)(=O)N1Cc2ccccc2CC1C(=O)N(C)C (stereo not given)
→ 4%	-2.3	-1%	nt	7%	0.1%	5%	0%	-24%
Cc1[nH]c2ccccc2c1NC(=O)CN1CCN(c2cccc(C(F)(F)F)c2)CC1
→ -31%	0.2	nt	i	?	2.9%	?	-21%	11%
O=C1CSC(c2cccnc2)N1c1cccc(Cl)c1 (stereo not given)
→ 0%	-2.0	-1%	i	-25%	-0.2%	4%	-2%	-4%
CN(C(=O)CN1CCN(c2cc(-c3cccc4oc5ccccc5c34)ncn2)CC1)c1ccccc1
→ -19%	-2.3	nt	i	nt	-0.1%[9.22 µM]	-15%	nt	21%

Some of the entries above in a different format:
SMILES,HepG2 tox,CCT modulator,MmCpn inh,pAkt inh,Nrf2 inh,Nrf2 ARE act,TGFb inhibitor,A549 viability,Abeta yeast res
CC1CCN(c2nc(N3CCCCC3)nc(N3CCCCC3)n2)CC1,-30%,0.8,0%,i,-3%,0.6%,-7%,2%,-14%
C[C@H](O)C(=O)C1=Nc2c(nc(N)[nH]c2=O)NC1,-9%,-0.1,-4%,i,19%,0.0%,-5%,2%,-13%
